# RAD54 inh = inhibitors of human RAD54 branch migration | Q92698 | RAD54 Holliday junction branch migration, FAM/BHQ fluorescence | inhibition, % at 10.4 µM | 0.14% of 360,000 active | AID 602329;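 active means mean normalized replicate activity at least 40 and at least half of replicates scoring 40 or more; inconclusive means only one of the two criteria met; inactive means mean below 40 and under half of replicates reaching 40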;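 further: 0% = median of neutral control wells and 100% = median of positive control wells; inhibitors cause a drop in the FAM fluorescence signal; in these data hits start at about 50%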
# Target sequence (Q92698 whole entry, looked up): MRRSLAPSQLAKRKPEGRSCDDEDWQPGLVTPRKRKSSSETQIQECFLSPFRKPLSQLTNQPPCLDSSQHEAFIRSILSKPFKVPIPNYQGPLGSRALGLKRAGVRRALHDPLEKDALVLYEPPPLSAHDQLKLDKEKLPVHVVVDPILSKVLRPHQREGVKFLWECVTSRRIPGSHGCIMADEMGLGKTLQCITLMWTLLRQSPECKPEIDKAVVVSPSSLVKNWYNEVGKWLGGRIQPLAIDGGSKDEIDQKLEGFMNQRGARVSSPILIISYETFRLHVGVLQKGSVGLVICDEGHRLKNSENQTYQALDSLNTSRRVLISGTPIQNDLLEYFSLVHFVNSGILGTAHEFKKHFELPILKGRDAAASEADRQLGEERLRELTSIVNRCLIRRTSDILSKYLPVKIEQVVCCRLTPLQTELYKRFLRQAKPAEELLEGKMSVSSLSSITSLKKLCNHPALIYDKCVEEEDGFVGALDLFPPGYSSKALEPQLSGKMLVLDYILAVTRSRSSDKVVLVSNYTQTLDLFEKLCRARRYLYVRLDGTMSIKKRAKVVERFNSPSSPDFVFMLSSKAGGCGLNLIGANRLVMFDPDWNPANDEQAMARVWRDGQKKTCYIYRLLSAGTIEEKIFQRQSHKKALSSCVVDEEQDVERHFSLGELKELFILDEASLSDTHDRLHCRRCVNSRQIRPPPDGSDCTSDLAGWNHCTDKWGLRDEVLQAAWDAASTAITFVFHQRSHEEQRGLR
# ARNT-TACC3 inh = ARNT/TACC3 interaction disruption; AID 623870; 0.66% of 390,000 active; AlphaScreen His-ARNT PAS-B/GST-TACC3 binding, luminescence; TACC3 fragment carries E629A point mutation; inhibition, % at 9.99 µM;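 active means mean inhibition of replicates at least 50% and at least half of replicates each reaching 50%; inconclusive means half or more replicates reach 50% but mean below 50%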;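 further: 0% = complete ARNT plus TACC3 wells and 100% = ARNT alone without TACC3; many hits fall short of the cut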
# esBAF inh = blocks esBAF chromatin remodeling in mouse ES cells. Bmi1-luciferase knock-in reporter, 24 h; 100% = twice the neutral-well signal. reporter increase, % at 12.5 µM. 2% of 350,000 active. AID 602393; in the data active means activation above about 40%; inconclusive means no clear call, values can overlap the other calls;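 further: 0% = median of the plate's neutral control wells and 100% = double that signal; a rise in the Bmi1 reporter signal indicates esBAF inhibition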
# Starred values were filed as active, the others as inactive; ? = inconclusive; & = joins results of further samples. Not all compounds are listed; rates above refer to the full screens.
# The opening 28 compounds, ahead of the listing:
SMILES,RAD54 inh,ARNT-TACC3 inh,esBAF inh
CC(=O)Nc1ccc(C(=O)OCCC(C)C)cc1,-3,-18,32
CC(NC(=O)c1ccco1)c1cccc2ccccc12 (stereo unspecified),1,-2,-2
CC(C)Cc1nc(N2CCCCC2)c(C#N)c2c1CCC2,-1,3,-1
Nc1c(Cl)cc2c(c1Oc1ccccc1)C(=O)c1ccccc1C2=O,3,19,18
COc1ccc(C2=CC(=O)OC3(CCCCC3)O2)cc1,-5,-16,2
C=CCN1C2CCCC1CC(NC(=O)Nc1cccc(C(C)=O)c1)C2 (stereo unspecified),-24,4,0
COc1ccc(C(CNC(=O)c2cccc(N(C)C)c2)N2CCCC2)cc1 (stereo unspecified),-10,-4,7
CCOC(=O)c1c(C)nc2c3ccccc3ccn12,-8,3,26
O=C(NCCN1CCN(C(=O)c2cccs2)CC1)C(=O)Nc1ccc(Br)cc1,2,-16,-5
CCCc1c(O)nc(SCC(=O)NCCc2ccc(OC)c(OC)c2)[nH]c1=O,-3,0,-11
CCCCc1nc(C(N)=O)c2[nH]c(=O)n(-c3ccc(OC)c(OC)c3)c2n1,3,-34,0
COc1ccc2cc(S(=O)(=O)NCCCN3CCOCC3)ccc2c1,-8,-1,12
Cc1c(CCO)c(=O)[nH]n1C(=O)c1c(F)cccc1F,7,-1,-2
O=S(=O)(NCC1CCCO1)c1ccc(S(=O)(=O)N2CCc3ccccc3C2)cc1 (stereo unspecified),-2,-3,0
O=C(O)C1Cc2ccccc2CN1S(=O)(=O)c1ccc2ccccc2c1 (stereo unspecified),-1,9,-4
COc1ccc(C2C(C(=O)OCC(=O)N3CCCCC3)CCC(=O)N2c2ccc(OC)cc2)cc1 (stereo unspecified),5,4,-9
CCN(CC)S(=O)(=O)c1ccc(Nc2nc3ccccc3n3nnnc23)cc1,-1,-5,?
Cc1ccc(S(=O)(=O)Nc2nsc(N)n2)cc1,-13,-13,-5
CC(C)CNc1ncnc2c1sc1nc(N3CCOCC3)c3c(c12)CC(C)(C)OC3,-2,-8,8
CC(=O)Nc1ccc2nc(-c3ccncc3)[nH]c2c1,7,0,-2
O=S(=O)(Nc1ccc(S(=O)(=O)N2CCOCC2)cc1)c1ccccc1,-2,-4,5
Cc1ccc(N(C(=O)C2CCCC2)C2C=CS(=O)(=O)C2)cc1 (stereo unspecified),-4,-8,-7
CCOCCOCN(C#N)c1nc(OC)nc(N(C)C)n1,-5,-5,2
CCOC(=O)N1CCc2c(sc3nc4n(c(=O)c23)N=C(C)CS4)C1,0,9,-4
O=C(Nc1ccncc1)c1cccc(F)c1,-3,-3,1
CCCCOc1ccc(S(=O)(=O)NCc2csc(C)n2)cc1,5,2,-13
CCc1ccccc1OCC(=O)NC1CCCC1,-1,-4,8
O=C(CSc1ccc2c(c1)OCCO2)NCC1CCCO1 (stereo unspecified),5,-5,14

# Results (from the top)
SMILES,RAD54 inh,ARNT-TACC3 inh,esBAF inh
CC(=O)Nc1ccc(C(=O)OCCC(C)C)cc1,-3,-18,32
CC(NC(=O)c1ccco1)c1cccc2ccccc12 (stereo unspecified),1,-2,-2
CC(C)Cc1nc(N2CCCCC2)c(C#N)c2c1CCC2,-1,3,-1
Nc1c(Cl)cc2c(c1Oc1ccccc1)C(=O)c1ccccc1C2=O,3,19,18
COc1ccc(C2=CC(=O)OC3(CCCCC3)O2)cc1,-5,-16,2
C=CCN1C2CCCC1CC(NC(=O)Nc1cccc(C(C)=O)c1)C2 (stereo unspecified),-24,4,0
COc1ccc(C(CNC(=O)c2cccc(N(C)C)c2)N2CCCC2)cc1 (stereo unspecified),-10,-4,7
CCOC(=O)c1c(C)nc2c3ccccc3ccn12,-8,3,26
O=C(NCCN1CCN(C(=O)c2cccs2)CC1)C(=O)Nc1ccc(Br)cc1,2,-16,-5
CCCc1c(O)nc(SCC(=O)NCCc2ccc(OC)c(OC)c2)[nH]c1=O,-3,0,-11
CCCCc1nc(C(N)=O)c2[nH]c(=O)n(-c3ccc(OC)c(OC)c3)c2n1,3,-34,0
COc1ccc2cc(S(=O)(=O)NCCCN3CCOCC3)ccc2c1,-8,-1,12
Cc1c(CCO)c(=O)[nH]n1C(=O)c1c(F)cccc1F,7,-1,-2
O=S(=O)(NCC1CCCO1)c1ccc(S(=O)(=O)N2CCc3ccccc3C2)cc1 (stereo unspecified),-2,-3,0
O=C(O)C1Cc2ccccc2CN1S(=O)(=O)c1ccc2ccccc2c1 (stereo unspecified),-1,9,-4
COc1ccc(C2C(C(=O)OCC(=O)N3CCCCC3)CCC(=O)N2c2ccc(OC)cc2)cc1 (stereo unspecified),5,4,-9
CCN(CC)S(=O)(=O)c1ccc(Nc2nc3ccccc3n3nnnc23)cc1,-1,-5,?
Cc1ccc(S(=O)(=O)Nc2nsc(N)n2)cc1,-13,-13,-5
CC(C)CNc1ncnc2c1sc1nc(N3CCOCC3)c3c(c12)CC(C)(C)OC3,-2,-8,8
CC(=O)Nc1ccc2nc(-c3ccncc3)[nH]c2c1,7,0,-2
O=S(=O)(Nc1ccc(S(=O)(=O)N2CCOCC2)cc1)c1ccccc1,-2,-4,5
Cc1ccc(N(C(=O)C2CCCC2)C2C=CS(=O)(=O)C2)cc1 (stereo unspecified),-4,-8,-7
CCOCCOCN(C#N)c1nc(OC)nc(N(C)C)n1,-5,-5,2
CCOC(=O)N1CCc2c(sc3nc4n(c(=O)c23)N=C(C)CS4)C1,0,9,-4
O=C(Nc1ccncc1)c1cccc(F)c1,-3,-3,1

# Single entries from above:
# Reading for `CCOC(=O)N1CCc2c(sc3nc4n(c(=O)c23)N=C(C)CS4)C1` in ARNT-TACC3 inh: 9
# Reading for `CCCCc1nc(C(N)=O)c2[nH]c(=O)n(-c3ccc(OC)c(OC)c3)c2n1` in ARNT-TACC3 inh: -34

# The list goes on:
SMILES,RAD54 inh,ARNT-TACC3 inh,esBAF inh
CCCCOc1ccc(S(=O)(=O)NCc2csc(C)n2)cc1,5,2,-13
CCc1ccccc1OCC(=O)NC1CCCC1,-1,-4,8
O=C(CSc1ccc2c(c1)OCCO2)NCC1CCCO1 (stereo unspecified),5,-5,14
O=C1C(Cl)=C(N2CCOCC2)C(=O)N1c1ccccc1,0,-5,0
CCc1nc2ccccc2c(C(=O)OC2CCOC2=O)c1C (stereo unspecified),3,-15,-5
O=c1c2cc3c(cc2[nH]c(=S)n1CCN1CCOCC1)OCO3,1,-8,-2
O=C(Nc1ccc(Oc2c(F)c(F)c(F)c(F)c2F)cc1)OC1CCN2Cc3ccccc3N=C12 (stereo unspecified),9,-2,-6
Cc1ccc(OCC(=O)N/N=C\c2cn(C)c3ccccc23)c([N+](=O)[O-])c1,6,-5,-5
Cc1ccc(-c2nc(C3CCN(S(C)(=O)=O)CC3)no2)cc1,8,0,40
COc1ccc(NC(=O)CC(NCCc2ccccc2)C(=O)O)c(OC)c1 (stereo unspecified),-6,2,1
C[C@]12CC[C@@H]3c4ccc(O)cc4[C@@H](O)C[C@H]3[C@@H]1CC[C@@H]2O,3,-2,-2
NS(=O)(=O)c1ccc(CCNC(=O)C2Cc3ccccc3CN2C(=O)c2ccco2)cc1 (stereo unspecified),0,-3,10
CCCCCc1cc(=O)oc2c(C(CCN3CCCC(C)C3)c3cc(OC)c(OC)c(OC)c3)c(OC)cc(OC)c12 (stereo unspecified),2,24,5
CNS(=O)(=O)c1ccc(C)cc1,-10,-1,-3
COc1ccc2[nH]c(=O)c(C(c3nnnn3C3CCCCC3)N3CCN(C)CC3)cc2c1 (stereo unspecified),1,-5,-7
FC(F)(F)c1nnc(-c2ccccc2)nc1Sc1ccc(Cl)cc1,-6,-18,6
CCn1cnc2c(cnn2-c2ccccc2)c1=O,1,-1,33
Cc1noc(C)c1COC(=O)c1ccccc1NC(=O)Cc1ccccc1,-7,-4,-1
C1=C(c2ccc(-c3ccccc3)cc2)Nc2ncnn2C1c1ccco1 (stereo unspecified),-104,3,10
Nc1nc(SCc2ccc(Cl)cc2Cl)ns1,5,-4,30
Clc1ccccc1-c1nnn(Cc2ccc(-c3nn[nH]n3)cc2)n1,-13,-16,-4
COc1cccc2c1C(=O)c1ccc3ccccc3c1C2=O,3,2,47*
COc1ccc(Br)cc1/C=c1\sc2nc(-c3ccco3)nn2c1=O,-6,1,3
Cc1ccc(S(=O)c2ccc(C)cc2)cc1,9,-1,1
Cc1nn(C(=O)N2CCOCC2)c(C)c1CN1C(=O)c2ccccc2C1=O,-8,1,-4
# The listing continues.
SMILES,RAD54 inh,ARNT-TACC3 inh,esBAF inh
COc1cc(CNCCO)cc(Br)c1OCc1ccccc1Cl,2,0,0
COC(=O)Cn1cnc2sc(C)c(S(=O)(=O)N3CCC(C)CC3)c2c1=O,8,2,2
Cc1cc(NS(=O)(=O)c2ccc(NC(=O)C(C)Oc3ccc4c(C)cc(=O)oc4c3)cc2)no1 (stereo unspecified),1,11,4
O=C(c1ccco1)N(c1ccccn1)c1ccccn1,-17,15,-1
O=C(CN1CCN(Cc2ccccc2)CC1)N1CCCc2c1c(=O)oc1ccc(O)cc21,5&2,-11&-3,-2&2
CC1=C(C(=O)OC(C)C)C(c2cccs2)N2C(=O)C(C)SC2=N1 (stereo unspecified),4,-3,1
O=C(NCCN1CCOCC1)c1cc(-c2ccc(Br)cc2)on1,-3,-14,25
COc1ccc(-c2nc(C(N)=O)c3[nH]c(=O)n(-c4cccc(Cl)c4)c3n2)cc1OC,8,4,-13
CCCC(=O)Nc1cc(-c2nn(C)c(=O)c3ccccc23)ccc1N1CCOCC1,9,17,0
Cc1ccc(-c2csc(N(CCc3ccccc3)C(=O)COc3ccccc3)n2)cc1,10,2,7
Cn1cccc1C(=O)C(=O)Nc1cccc(Cl)c1Cl,1,-1,63*
CCC(C)NC(=O)C1CCN(c2nc(C)cc(C)n2)CC1 (stereo unspecified),11,-6,3
Cc1cc(C)n2nc(SCC(=O)N(C)c3ccccc3)nc2n1,-15,-7,7
COc1cccc(-c2nc(CSCC(=O)N3CCc4ccccc43)c(C)o2)c1,8,2,-1
CC(C)c1ccc(CNc2ccc(N3CCOCC3)cc2)cc1,5,41,6
Cn1ncc(N=Cc2ccccc2)c1C(=O)Nc1cccc(Cl)c1,-9,2,16
Cc1ccc(NC(=O)CSC2=Nc3ccccc3C3CC=NN23)c(C)c1 (stereo unspecified),-9,1,0
Cc1cc(=O)n2[nH]c(-c3ccc(F)cc3)nc2n1,-16,-15,0
Cc1cc(C)n(-c2ccc(Cl)c(C(=O)Nc3ccc(-c4nnc5n4CCCCC5)cc3)n2)n1,-6,0,0
CN(C(=O)COC(=O)c1ccc2c(c1)OCO2)C1CCS(=O)(=O)C1 (stereo unspecified),-5,-1,2
O=C(CC(SCc1ccco1)c1ccc(O)cc1)c1cccs1 (stereo unspecified),-20,7,71*
CCOC(=O)c1ccccc1NC(=O)c1cncc(Br)c1,-6,-4,-8
COc1ccc(N2CC(O)=C(c3nc4ccccc4s3)C2=N)c(OC)c1,-1,0,23
COc1cc2c(cc1NC(=O)CN1CCN(S(=O)(=O)c3ccc(C)cc3)CC1)oc1ccccc12,8,-3,-8
O=C(Nc1cnn(Cc2c(Cl)cccc2Cl)c1)c1ccc([N+](=O)[O-])cc1,6,-2,73*
# The list goes on.
SMILES,RAD54 inh,ARNT-TACC3 inh,esBAF inh
O=C1c2ccccc2C(=O)N1OCc1cccc(Cl)c1,4,-6,-4
COc1ccc(C(=O)N(Cc2nc(-c3ccc(C)cc3)no2)C2CCCCC2)cc1OC,0,-5,-8
CSc1nc2c(ccc3ccccc32)o1,-5,-8,6
O=C1Nc2ncccc2OC1CCO (stereo unspecified),-4,-2,-14
O=C(COC(=O)Cc1ccc(S(=O)(=O)N2CCCCC2)s1)Nc1ccc2c(c1)OCO2,6,1,-3
O=C(NCCN1CCOCC1)c1cn(-c2ccccc2)nc1-c1cccs1,2,-3,0
Clc1ccc(NC2(c3nnnn3C3CCCCC3)CCCCC2)cc1,-1,2,5
CCCCC(=O)NC1(C(F)(F)F)C(=O)Nc2c1c(=O)n(C)c(=O)n2C (stereo unspecified),-1,-9,-11
O=C(NCCc1ccccc1)c1ccco1,1,-9,29
COc1ccc(C)cc1NC(=O)CCS(=O)(=O)c1cccc2nonc12,-3,-3,0
CCCCNC(=O)N(C)c1nncnc1C(=O)NC,-5,-2,-7
CCCCOc1ccccc1C1C(C(N)=O)=C(C)Nc2nnnn21 (stereo unspecified),-3,5,-1
Cc1ccc(N=C(NO)c2nonc2N)cc1,1,-8,13
COc1cc(C(=O)O)cc(Br)c1OC1CCCC1,-1,8,-5
COc1ccc(Cc2nc(-c3ccc(Cl)cc3)no2)cc1,2,-6,15
CC(=O)Nc1ccc(OCC(O)CN2CCN(c3ccccc3Cl)CC2)cc1 (stereo unspecified),5,0,9

# Assay outcomes: PubChem BioAssay, Broad Institute
